# Screening results from PubChem.
# NR2E3 ag-1 – NR2E3 agonists in two-hybrid cells, primary screen, cell-based, luminescence, CHO-S, Gal4-NCOR/VP16-NR2E3; Photoreceptor-specific nuclear receptor (Homo sapiens), Q9Y5X4; luciferase; inhibition of corepressor binding, % at 3.98 µM; actives 0.35% (n = 360,000); AID 602229, 2012;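 active = inhibition above the mean of all tested compounds plus 3 SD, cut at about 70% in these data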;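 also: 0% = DMSO with NR2E3 transfected cells and 100% = cells lacking NR2E3 construct; higher means lower luciferase signal from less NR2E3 corepressor binding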
# Target sequence (Q9Y5X4 whole entry, looked up, the tested form may be a part): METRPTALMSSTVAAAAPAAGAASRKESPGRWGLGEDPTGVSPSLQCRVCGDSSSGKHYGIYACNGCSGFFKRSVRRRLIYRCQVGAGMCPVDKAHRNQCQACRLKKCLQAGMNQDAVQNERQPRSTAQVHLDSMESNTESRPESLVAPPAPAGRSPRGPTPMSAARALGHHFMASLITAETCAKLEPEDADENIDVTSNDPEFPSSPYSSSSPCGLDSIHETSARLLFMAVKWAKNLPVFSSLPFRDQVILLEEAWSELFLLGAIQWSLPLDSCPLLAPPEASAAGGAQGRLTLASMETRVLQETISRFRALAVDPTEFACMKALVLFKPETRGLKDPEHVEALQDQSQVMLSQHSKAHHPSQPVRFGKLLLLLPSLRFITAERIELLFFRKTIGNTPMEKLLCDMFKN
# NR2E3 ag-2 – inhibitors of NR2E3-RetCOR corepressor binding, primary screen, NR2E3 agonist project, biochemical, TR-FRET, GST-NR2E3, biotin-RetCOR | inhibition of corepressor binding, % at 4.78 µM | Photoreceptor-specific nuclear receptor (Homo sapiens), Q9Y5X4 | 1536-well | actives 0.12% (n = 320,000) | AID 2300, 2010;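 active = percent inhibition above the cutoff of mean plus 3 SD of all tested compounds, set per screening campaign, cut at about 20% in these data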;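 also: 0% = DMSO wells and 100% = biotin wells as full block of FRET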
#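 System: GST-tagged NR2E3 plus biotinylated RetCOR corepressor; Amount: 1.35 nM GST-tagged NR2E3 final; Dosing: single nominal compound dose of 4.8 µM; Schedule: 5 h incubation at 4 °C; Technique: TR-FRET with europium anti-GST and streptavidin-D2, 340 nm excitation; Controls: biotin wells as high control, 0.6% DMSO wells as low control.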
# KKLEB tox – cytotoxicity in KKLEB CF airway cells, primary screen, cytotoxicity control for CF NF-kB inhibitor project, cell-based, uHTS, fluorescence assay plates; KKLEB CF airway cells viability, ATPlite luminescence, overnight; hits give low values; cells stimulated with P. aeruginosa culture filtrate; activity change (cytotoxicity), % at 5 µM; actives 0.36% (n = 360,000); AID 602141, 2011;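 active = corrected activity change at or below -50% at 5 µM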
# HIF-2a block – HIF-2a reporter inhibitors, primary screen, luminescence, 786-0 RCC cells. inhibition, % at 18.8 µM. 786-0 RCC cells HIF-2a reporter, luciferase luminescence, overnight. actives 0.72% (n = 360,000);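 active = inhibition of the luminescence signal of 40% or more relative to plate controls, in a single-dose primary screen at 18.75 µM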
# TRPM1 prom inh – inhibitors of MITF-dependent TRPM1 promoter reporter, primary screen, cell-based, SK-MEL-5, single point, luciferase | SK-MEL-5 TRPM1 promoter luciferase, 24 h | inhibition, % at 12.5 µM | actives 0.83% (n = 330,000) | AID 488899, 2010;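 active = mean inhibition across replicates of 60% or more, whatever share of single replicates reaches that level; inconclusive = some that reach 60%, reason not given; inactive = mean inhibition across replicates below 60%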; also: values of inactives mirror those of a sister screen read the other way
# CaV13 FRET inh – Primary screen for inhibitors of IQ motif and Ca2+-dependent inactivation inhibitor domain binding in CACNA1D, Förster resonance energy transfer in living cells, …; HEK cells, CFP/YFP FRET ICDI-IQ, plate reader, 10 min; percent FRET-ratio fall versus neutral wells; inhibition, % at 12.3 µM; actives 0.098% (n = 340,000); AID 743397;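 active = mean replicate inhibition of at least 30% and at least 1% of replicates passing that level; inconclusive = only one of the two criteria is met; inactive = neither criterion is met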;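 also: 0% = median of the neutral control wells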
# Vif imaging – HIV Vif self-association inhibitors, primary screen, imaging, HEK293T, single point; HEK293T cells, Vif self-association by quenched fluorescence, 24 h; inhibition, % at 7.49 µM; AID 602346, 2012; actives 0.35% (n = 340,000); in the data active = inhibition above about 50%, passing the limit was not always enough; inconclusive = no clear call, values can overlap the other calls; inactive = below about 31%; also: some results filed as inactive read as strong as hits
# Shn3 3UTR inh – reduction of Shn3 3'UTR firefly luciferase signal, primary screen, Schnurri-3 inhibitor project, cell-based, Clone20 osteoblasts, set 2; Clone20 osteoblast Shn3 3'UTR firefly luciferase, 24 h; inhibition, % at 12.5 µM; actives 0.52% (n = 360,000); AID 588674, 2011;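 active = mean inhibition of at least 75% with every replicate also reaching 75%; inconclusive = mean inhibition at least 75% but some replicate below; inactive = mean inhibition below 75%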;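 also: 0% = median of neutral control wells and 100% = pilot-screen positive control compound; some compounds past the cut are filed as inactive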
# CF NFkB block – inhibitors of PAF-induced NF-kB signaling, primary screen, cell-based, GFP fluorescence, uHTS | inhibition, % at 5 µM | actives 0.86% (n = 360,000) | KKLEB NF-kB-GFP reporter, GFP fluorescence overnight | AID 588850, 2011;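 active = at least 50% inhibition at 5 µM, scaled per plate between neutral and stimulator controls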;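 also: PAF is a Pseudomonas aeruginosa culture filtrate used as stimulus; plate controls were PAF-stimulated DMSO wells for no effect and unstimulated DMSO wells for full effect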
# PDI turbidity – inhibitors of human PDI, primary screen, biochemical, turbidity, single point, plate reader. Protein disulfide-isomerase (Homo sapiens), P07237. PDI insulin aggregation turbidity, A650, 90 min. inhibition, % at 10 µM. actives 0.052% (n = 350,000);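 active = mean inhibition across replicates of 30% or more, whatever share of single replicates reach that level; inconclusive = mean inhibition below 30% while every single replicate reaches 30%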;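 also: absorbance from insulin aggregation driven by PDI reduction with DTT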
# Target sequence (P07237 whole entry, looked up): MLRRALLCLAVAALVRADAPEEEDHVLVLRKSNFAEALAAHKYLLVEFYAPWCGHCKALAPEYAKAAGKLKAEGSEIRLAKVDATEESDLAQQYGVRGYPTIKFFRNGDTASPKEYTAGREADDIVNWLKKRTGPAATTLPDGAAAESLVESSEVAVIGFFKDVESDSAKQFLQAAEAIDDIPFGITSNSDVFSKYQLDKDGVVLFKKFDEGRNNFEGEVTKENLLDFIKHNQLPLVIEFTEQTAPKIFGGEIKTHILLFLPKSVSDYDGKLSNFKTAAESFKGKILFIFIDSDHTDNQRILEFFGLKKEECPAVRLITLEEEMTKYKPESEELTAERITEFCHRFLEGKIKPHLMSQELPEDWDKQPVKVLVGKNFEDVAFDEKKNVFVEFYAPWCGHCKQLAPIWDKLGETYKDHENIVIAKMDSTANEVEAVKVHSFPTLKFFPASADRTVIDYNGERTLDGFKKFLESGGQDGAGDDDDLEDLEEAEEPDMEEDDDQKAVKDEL
# Peg3 promoter – Peg3 promoter-driven luciferase inhibitors, primary screen, cell-based, HeLa, luciferase luminescence. inhibition, % at 20 µM. actives 1.7% (n = 360,000). HeLa PEG-Prom luciferase reporter, overnight;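 active = inhibition of at least 50% at 20 µM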
# Numbers without * were called inactive; ? = inconclusive; · = no result given.
SMILES,NR2E3 ag-1,NR2E3 ag-2,KKLEB tox,HIF-2a block,TRPM1 prom inh,CaV13 FRET inh,Vif imaging,Shn3 3UTR inh,CF NFkB block,PDI turbidity,Peg3 promoter
Cc1ccc(-c2csc3nnc(SCc4csc(C)n4)n23)cc1,-27,-2,4,-4,1,-3,·,18,-2,-1,19
CCO[C@H]1OC(C(=O)NC2CC2)=C[C@@H](c2csc3ccccc23)[C@@H]1CCCO,-13,1,7,8,11,-6,15,-6,-3,-4,8
c1ccc(CSc2nnc3ccc(-c4ccncc4)nn23)nc1,-2,0,15,-11,-24,-3,1,-10,-6,-1,-21
C=CCSc1nnc(NC(=O)CCN2C(=O)C3CC=CCC3C2=O)s1 (configuration not stated),-18,-1,10,-36,-26,-3,-1,-20,8,4,-31
COc1ccccc1NC(=O)CN1CCN(CC(=O)Nc2ccc3c(c2)OCO3)CC1,5,2,1,19,18,·,2,13,-11,-4,25
Cc1cc(NC(=O)CCCn2ccc([N+](=O)[O-])n2)n(Cc2ccc(F)cc2)n1,2,-2,-1,6,-1,-3,-1,1,-2,1,0
C#CCNS(=O)(=O)c1ccc(F)cc1Br,-8,·,12,12,1,-2,·,-6,-14,-2,-1
CN(CC(=O)NC1CCCCC1)S(=O)(=O)c1cccc2cccnc12,-13,-3,12,18,3,19,-16,-1,-36,-6,6
O=C(c1ccc2nc(-c3ccccc3)c(-c3ccccc3)nc2c1)N1CCCCC1,-15,1,7,-10,3,-16,0,5,9,-8,-1
O=C(CCn1c(=O)oc2ccccc21)NCc1ccco1,-1,6,6,13,·,?,1,-6,6,·,-2
CCCCCCn1c(C)nc2c(c1=O)c1nc3ccccc3nc1n2/N=C/c1ccco1,-30,-1,9,-49,2,-5,-5,-44,-8,20,-11
O=C(CC(Nc1ccccc1)c1ccccc1)C1CC1 (configuration not stated),-14,-1,-31,10,-15,-5,2,-11,14,10,10
CN(CC(=O)Nc1cccc(F)c1)C(=O)c1ccc(OCC2CCCO2)cc1 (configuration not stated),-6,0,12,-28,-5,-6,2,-37,-40,5,-6
O=C(Cc1ccc(NC(=O)C2CCN(C(=O)C3CC3)CC2)cc1)Nc1cccc(C(=O)N2CCCCC2)c1,-39,·,14,10,-9,-5,-8,-7,-20,-2,-5
CCc1ccc(N2NC(=O)/C(=C/C=C/c3ccco3)C2=O)cc1,-17,5,15,3,6,-15,-5,0,-40,-13,5
Cc1ccccc1NC(=O)C1(C)Cc2ccccc2C(=O)O1 (configuration not stated),-2,2,-2,1,3,·,4,5,-11,7,-1
C/C(=N\N(Cc1ccccc1)c1ccccc1)c1cccnc1,5,1,-2,21,7,-16,-22,12,16,-6,-8
COc1cc(C(C)=O)ccc1OCC(O)CN1CCN(c2ccc(C)c(C)c2)CC1 (configuration not stated),-27,-1,-2,16,4,-4,11,11,11,4,0
O=C(O)CCCC(=O)Nc1ccc(C(=O)N2CCCCC2)cc1,-7,-4,10,8,-4,-5,4,14,-10,-12,3
Cc1c(NC(=O)c2ccc3c(c2)OCO3)cccc1-c1nc2ccccc2s1,-29,0,-1,-126,-10,-7,3,-5,-15,3,-117
O=C(Nc1ccc(S(=O)(=O)N2CCCC2)cc1)Nc1ccc(F)cc1F,-4,0,12,-44,-1,·,-6,14,3,18,-31
Cc1cc(=O)oc2c3c(cc(OCC(=O)NC(C)C)c12)OC(C)(C)CC3,-7,·,-3,5,-6,-4,11,10,-1,2,14
CCc1nc2n[nH]c(N)c2c2c1CSC(C)(C)C2,-13,2,-16,6,6,-4,7,-22,-12,-13,23
C=CCOc1c(/C=N\NC(N)=O)cccc1OC,6,-2,6,23,7,-4,0,4,-5,1,12
Cn1nnc2cc(C(=O)Nc3ccc(Cl)cc3)ccc21,-10,4,16,-166,-49,-7,0,-43,-30,-2,-193

# Other entries follow:
SMILES,NR2E3 ag-1,NR2E3 ag-2,KKLEB tox,HIF-2a block,TRPM1 prom inh,CaV13 FRET inh,Vif imaging,Shn3 3UTR inh,CF NFkB block,PDI turbidity,Peg3 promoter
CN(Cc1cccnc1)Cc1cn(Cc2ccccc2)nc1-c1ccc2c(c1)OCO2,-9,2,-5,24,6,-5,-2,22,9,0,12
O=[N+]([O-])CC1(n2nc3ccccc3n2)CCCCC1,-22,-1,-47,7,1,·,-7,5,46,-4,67*
Cc1ccc(/C(O)=C2/C(=O)C(=O)N(c3ccccn3)C2c2cccc([N+](=O)[O-])c2)cc1 (configuration not stated),-22,4,-13,11,-3,-21,-10,7,-5,12,5
CC1CCc2c(sc3nc(SCC(=O)NCc4ccco4)nc(N)c23)C1 (configuration not stated),-32,0,-7,-124,-35,-1,2,0,-11,4,-79
Cc1c(C(=O)OCc2ccccc2)[nH]c2c1C(=O)CC(c1ccco1)C2 (configuration not stated),11,3,-30,-28,18,·,37,86*,57*,·,-7
CCC(C)[C@H](NC(=O)N1CC(=O)Nc2ccccc21)C(=O)N[C@H](Cc1c[nH]c2ccccc12)C(=O)O (some centres not stated),-3,-2,4,27,20,·,1,-8,-11,·,0
Cc1cccc(COCC(Cc2ccccc2)N2CCN(C(=O)c3cccc(Cl)c3)CCC2=O)c1 (configuration not stated),4,2,-8,17,-9,-10,?,14,7,-1,17
CCN(CC)CC1CN(N=Cc2ccc([N+](=O)[O-])o2)C(=O)O1 (configuration not stated),3,·,-4,-5,31,-10,9,8,5,0,-3
COc1cccc(NC(=O)C2CCN(C(=O)[C@@H]3Cc4ccccc4CN3C(=O)OC(C)(C)C)CC2)c1,-11,2,18,-16,0,-3,-3,-11,-6,-4,-5
COc1ccc(CCNC(=O)c2ccc(CNc3nc(=S)[nH]c4ccccc34)cc2)cc1OC,28,2,-22,22,7,-1,-7,15,4,5,8
COc1ccc(-c2nnc(SCc3nc4ccccc4c(=O)[nH]3)o2)cc1,-15,-1,-9,-52,-24,-1,52*,-1,7,0,-20
CN(C)Cc1c(O)ccc2cc(-c3nc4ccccc4n3C)c(=O)oc12,-12,4,-2,21,2,24,-10,-3,20,0,10
COC(=O)CSc1nc2ccccc2c(=O)n1Cc1ccccc1,14,3,-15,14,-7,-4,4,-29,40,-11,7
O=C(O)/C=C/C(=O)Nc1ccc(F)cc1F,-12,3,0,7,-2,-5,-3,-18,-3,-2,6
CCCCCC(=O)Nc1ccc(-c2csc(C)n2)cc1,-15,-3,3,-160,-18,-3,-4,-30,-1,-2,-143
O=C(COC(=O)c1cccc(S(=O)(=O)N2CCCC2)c1)c1ccc(F)cc1,-34,·,-6,10,·,-11,2,-10,3,18,-1
COc1ccc(NC2=CC(=O)CC(c3ccccc3)C2)c(OC)c1 (configuration not stated),-54,-1,-8,-48,7,-8,11,-1,22,-2,12
Cn1c(=O)[nH]c(=O)c2c1nc(SCC(=O)Nc1ccccc1)n2Cc1ccccc1,-2,-1,-2,6,-12,-6,13,-2,-4,-5,-5
CCCc1c(C(=O)N/N=C/c2cccc3ccccc23)nnn1-c1nonc1N,17,4,17,-8,1,-5,1,-1,1,4,24
Cc1ccc(C)c(S(=O)(=O)N2CCCOC2CNC(=O)C(=O)NCCc2ccccc2)c1 (configuration not stated),-1,1,13,9,-17,-12,3,0,-21,-2,13
CCC(C)c1ccc(C(CC)NC(=O)C2CCCO2)cc1 (configuration not stated),-2,3,-2,15,8,-15,3,51,7,6,11
Cc1ccc(C)c(NC(=O)COc2cccc3c2CCN(Cc2ccccc2)C3=O)c1,-10,0,-6,-86,-20,-20,1,-17,-17,5,-30

# Pulled by compound from the entries so far, 4 records:
SMILES,NR2E3 ag-1,NR2E3 ag-2,KKLEB tox,HIF-2a block,TRPM1 prom inh,CaV13 FRET inh,Vif imaging,Shn3 3UTR inh,CF NFkB block,PDI turbidity,Peg3 promoter
COc1ccccc1NC(=O)CN1CCN(CC(=O)Nc2ccc3c(c2)OCO3)CC1,5,2,1,19,18,·,2,13,-11,-4,25
O=C(c1ccc2nc(-c3ccccc3)c(-c3ccccc3)nc2c1)N1CCCCC1,-15,1,7,-10,3,-16,0,5,9,-8,-1
O=C(CC(Nc1ccccc1)c1ccccc1)C1CC1 (configuration not stated),-14,-1,-31,10,-15,-5,2,-11,14,10,10
Cc1cc(NC(=O)CCCn2ccc([N+](=O)[O-])n2)n(Cc2ccc(F)cc2)n1,2,-2,-1,6,-1,-3,-1,1,-2,1,0

# As a working copy, 4 of the compounds above:
SMILES,NR2E3 ag-1,NR2E3 ag-2,KKLEB tox,HIF-2a block,TRPM1 prom inh,CaV13 FRET inh,Vif imaging,Shn3 3UTR inh,CF NFkB block,PDI turbidity,Peg3 promoter
Cc1ccc(-c2csc3nnc(SCc4csc(C)n4)n23)cc1,-27,-2,4,-4,1,-3,·,18,-2,-1,19
CCO[C@H]1OC(C(=O)NC2CC2)=C[C@@H](c2csc3ccccc23)[C@@H]1CCCO,-13,1,7,8,11,-6,15,-6,-3,-4,8
c1ccc(CSc2nnc3ccc(-c4ccncc4)nn23)nc1,-2,0,15,-11,-24,-3,1,-10,-6,-1,-21
C=CCSc1nnc(NC(=O)CCN2C(=O)C3CC=CCC3C2=O)s1 (configuration not stated),-18,-1,10,-36,-26,-3,-1,-20,8,4,-31
